# High-throughput results from PubChem.
# NCF1 inh = inhibitors of human p47phox binding; P14598; p47phox/p22phox peptide binding, fluorescence polarization, 2 h; inhibition, % at 24.7 µM; 220,000 tested, 0.53% active; AID 1274;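 active = inhibition above about 30%, limit read from the data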;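 note: 0% = p47phox with labelled peptide and 100% = labelled peptide alone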
# EBV gp42 block = blocks Epstein-Barr virus glycoprotein 42 binding. Q1HVG2. Fluorescence polarization binding assay, mP read-out. inhibition, % (tested at 21.74 µM). 220,000 tested, 0.42% active. AID 1085; in the data active = inhibition above about 50%
# Target sequence (Q1HVG2 whole entry, looked up): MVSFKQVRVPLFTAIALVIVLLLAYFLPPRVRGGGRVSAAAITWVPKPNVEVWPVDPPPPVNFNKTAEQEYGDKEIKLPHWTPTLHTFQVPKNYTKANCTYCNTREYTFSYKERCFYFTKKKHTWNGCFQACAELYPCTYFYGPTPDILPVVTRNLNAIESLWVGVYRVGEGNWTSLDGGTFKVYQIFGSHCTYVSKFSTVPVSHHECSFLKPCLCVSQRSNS
# p97 ATPase inh = inhibitors of human p97 ATPase | recombinant p97 ATPase, Kinase-Glo ATP luminescence, 3 h | inhibition, % at 8 µM | 220,000 tested, 0.42% active | AID 1481; in the data active = inhibition above about 15%;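 note: 0% = DMSO vehicle and 100% = wells lacking enzyme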
# Furin inh = inhibitors of human furin; purified furin, fluorogenic substrate cleavage; inhibition, % at 30 µM; 220,000 tested, 0.061% active; AID 463115; in the data active = inhibition above about 25%; note: inactives centre near -15
# Target sequence (P09958 108-714 limits assumed): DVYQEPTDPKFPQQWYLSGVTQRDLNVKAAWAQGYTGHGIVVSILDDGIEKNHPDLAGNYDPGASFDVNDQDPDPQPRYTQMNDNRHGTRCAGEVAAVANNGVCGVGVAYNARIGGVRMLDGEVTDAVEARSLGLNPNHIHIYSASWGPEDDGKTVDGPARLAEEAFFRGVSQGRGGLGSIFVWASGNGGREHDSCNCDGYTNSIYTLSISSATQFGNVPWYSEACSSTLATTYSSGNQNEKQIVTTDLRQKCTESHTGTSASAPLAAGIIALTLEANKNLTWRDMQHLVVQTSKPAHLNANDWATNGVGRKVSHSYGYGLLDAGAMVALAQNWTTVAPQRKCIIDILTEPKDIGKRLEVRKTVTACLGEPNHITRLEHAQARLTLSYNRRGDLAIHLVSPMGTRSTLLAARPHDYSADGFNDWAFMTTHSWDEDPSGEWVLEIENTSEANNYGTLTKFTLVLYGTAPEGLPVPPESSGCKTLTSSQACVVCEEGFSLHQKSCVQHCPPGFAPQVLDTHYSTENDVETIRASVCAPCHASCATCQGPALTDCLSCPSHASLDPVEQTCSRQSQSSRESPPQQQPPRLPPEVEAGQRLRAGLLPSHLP
# TbHK1 inh = blocks Trypanosoma brucei hexokinase 1 activity | recombinant TbHK1, G6PDH-coupled NADH A340 | inhibition, % at 10 µM | 220,000 tested, 0.11% active | AID 1430;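 active = inhibition of 50% or more in the single-dose primary screen; inactive = inhibition below 50%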
# RBBP9 inh = inhibitors of human serine hydrolase RBBP9 | recombinant RBBP9, FP-Rh probe fluorescence polarization | 220,000 tested, 0.2% active | O75884 | inhibition, % at 7.94 µM;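 active = inhibition above the campaign mean of all tested compounds plus 3 SD, cut at about 14% in these data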;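 note: plate controls were DMSO wells with RBBP9 for no effect and wells lacking RBBP9 protein for full effect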
# Target sequence (O75884 whole entry, looked up): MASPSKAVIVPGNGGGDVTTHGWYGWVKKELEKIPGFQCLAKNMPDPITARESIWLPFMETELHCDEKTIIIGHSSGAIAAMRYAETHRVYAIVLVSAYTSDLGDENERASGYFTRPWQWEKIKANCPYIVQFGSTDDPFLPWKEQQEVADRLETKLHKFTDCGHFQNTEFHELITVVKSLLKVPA
#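 Test system: recombinant human RBBP9; Timing: 30 min then 45 min, 25 °C; Detection: fluorescence polarization; Control set: RBBP9 with DMSO as uninhibited control, no-protein wells as full inhibition; Compound dosing: one concentration, 7.94 µM nominal, 0.794% DMSO; Probe or stimulus: FP-Rh activity-based probe, 375 nM before mixing.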
# Runt-SMMHC FRET = Runt domain-CBFb-SMMHC interaction inhibition. Q01196+Q13951. Cerulean-Runt/Venus-CBFb-SMMHC FRET ratio 530/480, 1 h. inhibition, % at 20 µM. 220,000 tested, 0.74% active;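 active = mean inhibition across duplicate retests at 20 µM reaching about 50%, limit read from the data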;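 note: 0% = DMSO wells and 100% = wells with excess untagged CBFb-SMMHC; inhibitors lower the FRET ratio by blocking Runt binding to CBFb-SMMHC; some results filed as inactive read as strong as hits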
# Runt-CBFb FRET = inhibitors of human RUNX1 Runt domain binding to CBFb; Q01196+Q13951; Cerulean-Runt/Venus-CBFb FRET ratio 530/480, 1 h; inhibition, % at 20 µM; 220,000 tested, 0.46% active; AID 1496;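 active = inhibition over about 50% at 20 µM in the single-dose screen, limit read from the data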;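 note: 0% = DMSO wells and 100% = excess unlabeled CBFb competitor control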
#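 test system = Cerulean-Runt domain fusion protein, energy donor | probe or stimulus = Venus-CBFb binding partner, 100 nM | incubation = two 1 h room-temperature incubations shielded from light | detection = fluorescence energy transfer, 422 nm excitation, 530/480 nm emission | measure = loss of energy transfer signal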
# Calpain2 inh = inhibitors of pig calpain II; inhibition, % at 16 µM; purified calpain II, fluorogenic peptide substrate, 30 min; 220,000 tested, 0.37% active;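 active = inhibition above about 50%, limit read from the data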
# * hit, by the source's call; · = not tested or not shown; [ ] = another dose, or the depositor's remark.
SMILES,NCF1 inh,EBV gp42 block,p97 ATPase inh,Furin inh,TbHK1 inh,RBBP9 inh,Runt-SMMHC FRET,Runt-CBFb FRET,Calpain2 inh
COCCNC(C(=O)Nc1ccc([N+](=O)[O-])cc1Br)c1ccccc1 (centres undefined),-2,12,0,-6,21,-4,2,-2,-4
COCCNC(=O)C(NC(=O)C1CCC(C)CC1)C(C)C (centres undefined),2,-4,5,-9,-1,0,0,1,23
COc1ccc(NC(=S)N2CCCC(c3nc4ccc(C)cc4[nH]3)C2)c(OC)c1 (centres undefined),-7,-17,3,-16,-5,-7,-2,3,27
Cc1ccc(C)c(N(CC(=O)Nc2ccc(-c3nc4ccc(C)cc4s3)cc2)S(C)(=O)=O)c1,-30,-60,1,-31,-10,-7,-4,-2,-70
CC(=O)Nc1ccc(N2CCN(Cc3ccccc3F)CC2)cc1,11,-8,1,-20[20 µM],-2,-11,0,1,-26
COc1ccc2cc(CN(CC3COCCO3)S(=O)(=O)c3ccc(Cl)cc3)c(=O)[nH]c2c1 (centres undefined),2,1,3,-25,4,-4,-1,0,-10
CCOC(=O)c1c(C)[nH]c(C)c1C(=O)COC(=O)c1cc(OC)c(OC)cc1OC,-4,-3,-5,-15,1,-14,-4,-1,29
Cc1cc(C)cc(NC(=O)COC(=O)CCc2ccc(S(=O)(=O)N3CCOCC3)cc2)c1,-14,0,-3,-9,-3,-10,1,-6,12
CCOC(=O)c1sc2nc(SCC(=O)N(CC)CC)n(CCCN3CCCC3=O)c(=O)c2c1C,-5,-3,-1,-9,-28,5,-8,·,-15
C=CCNC(=S)NNC(=O)C(CCC(C)C)CC(C)O (centres undefined),-7,-12,2,-24[20 µM],-7,3,1,1,-12
Cc1c(CCOC(=O)c2cc([N+](=O)[O-])cc([N+](=O)[O-])c2)sc[n+]1CC(=O)c1ccccc1,-13,6,3,-22,1,-5,1,4,-18
CCn1c(=O)cc(OCC(=O)Nc2ccc(C)cn2)c2ccccc21,-8,-13,4,-15,-3,4,2,0,0

# No new results follow: entries from further up.
SMILES,NCF1 inh,EBV gp42 block,p97 ATPase inh,Furin inh,TbHK1 inh,RBBP9 inh,Runt-SMMHC FRET,Runt-CBFb FRET,Calpain2 inh
CCOC(=O)c1sc2nc(SCC(=O)N(CC)CC)n(CCCN3CCCC3=O)c(=O)c2c1C,-5,-3,-1,-9,-28,5,-8,·,-15
C=CCNC(=S)NNC(=O)C(CCC(C)C)CC(C)O (centres undefined),-7,-12,2,-24[20 µM],-7,3,1,1,-12
Cc1c(CCOC(=O)c2cc([N+](=O)[O-])cc([N+](=O)[O-])c2)sc[n+]1CC(=O)c1ccccc1,-13,6,3,-22,1,-5,1,4,-18
CCn1c(=O)cc(OCC(=O)Nc2ccc(C)cn2)c2ccccc21,-8,-13,4,-15,-3,4,2,0,0

# Next part:
SMILES,NCF1 inh,EBV gp42 block,p97 ATPase inh,Furin inh,TbHK1 inh,RBBP9 inh,Runt-SMMHC FRET,Runt-CBFb FRET,Calpain2 inh
CC(=O)C(CC(=O)N1CCCc2ccccc21)C(=O)Nc1ccc(F)cc1 (centres undefined),-4,-9,1,-16[20 µM],-4,-5,-3,-1,-12
O=C(Cc1ccccc1)Nc1nc(=O)c2ccccc2s1,-11,-20,5,-22[20 µM],0,-8,0,4,-28
CCOC(=O)c1sc(NC(=O)c2cccc(S(=O)(=O)N3CCc4ccccc43)c2)c(C#N)c1C,-39,-26,-3,-20,-1,8,-12,-2,12
CC(C)CNC(=S)Nc1ccc(S(N)(=O)=O)cc1,-10,0,2,-21,-4,-9,-4,3,-11
CC(C)N1CCc2c(sc(N)c2C#N)C1,-139,-20,·,·,·,·,142*,59*,-50
Cc1cccnc1CN1CCN(Cc2nc(C(c3ccccc3)c3ccccc3)no2)CC1,-1,4,-1,-11,-7,-1,-7,-5,-1
O=C(O)c1ccc2nnn(O)c2c1,-2,-2,0,-14,-14,-6,0,1,-14
Cn1c(C(=O)Nc2ccc3c(c2)OCCO3)cc2sccc21,-9,-14,4,-24,-6,-7,2,-2,5
Cc1ccc2nc(NC(=O)C3CC(=O)N(Cc4ccco4)C3)sc2c1 (centres undefined),4,8,-2,-19,-5,-8,-2,-2,3
CC1(C)CC(=O)C=C(NNC(=O)OC(C)(C)C)C1,-2,0,1,-29,-14,5,1,2,-10
COc1ccc(S(=O)(=O)N2CCN(C3CCN(Cc4ccccc4)CC3)CC2)cc1,-10,0,3,-18,1,-4,3,-1,6
Cc1ccc(S(=O)(=O)NCCc2ccncc2)cc1,-4,-15,5,-2[20 µM],0,2,1,-1,-2
COc1cccc(CNc2ccc(F)c(Cl)c2)c1OC,5,7,-4,-15[20 µM],-5,-3,-2,2,14
COc1cc(/C=C/C(=O)OCC(=O)N2CCCCCC2)ccc1OCC#N,-1,-20,1,-21,-10,-4,-2,1,-176
Nc1ccc(-c2nc3ccc([N+](=O)[O-])cc3[nH]2)cc1,-25,-4,-5,19,-2,-4,2,-5,28
COc1cccc(/C=N/NC(=O)CC2C(=O)NN=C2C)c1O (centres undefined),-14,-5,-2,-17[20 µM],-19,-7,22,8,-54
Cc1c(Cl)cccc1NC(=S)N1CCc2ccccc2C1,-5,-15,2,-25,2,-12,-3,3,12
COc1cccc(C(=O)NNC(=O)C2CC(C)=C(C)CC2C(=O)O)c1 (centres undefined),-6,-6,6,-24[20 µM],1,-4,5,1,-4
Cc1cccc(C)c1NC(=O)C(NC=O)c1ccc(Cl)cc1 (centres undefined),-9,-9,0,-10[20 µM],-5,-5,2,2,-20
CC1(C)Cc2c(C#N)c(N)sc(=S)c2CO1,-8,-2,1,-9,73*,-6,-48,-5,-73
Cc1ccc(C(=O)COc2ccc3ccc(=O)oc3c2)cc1,5,-8,-4,-24,-23,-2,1,-1,-17
CCOc1ccc(OCC)c(NC(=O)C2CCCN2S(=O)(=O)c2cccc3cccnc23)c1 (centres undefined),-9,-8,-9,-19,-15,-5,-2,-1,-11
O=C(COc1ccccc1)Nn1c(-c2ccccc2)nc2ccccc2c1=O,-7,1,-1,11,3,-9,-4,-2,26
COc1cc(/C=C/C(=O)O)cc(Br)c1O,-12,-7,3,-19,-54,8,24,19,-63
CCc1nn2cc(C(=O)c3cc(C)ccc3O)cnc2c1-c1ccc(F)cc1,-1,-7,4,-21,-1,-5,-2,2,2
Cc1csc(SCc2ccc(C(=O)O)cc2)n1,-7,2,5,-9[20 µM],-1,-3,-2,0,-30
CCOC(=O)C1CCN(S(=O)(=O)c2ccc(Cl)nc2)CC1,-2,-1,6,-15,-4,7,-2,0,-20
CCCCC(=O)Nc1nnn(CCC)n1,-8,-10,-6,-14[20 µM],0,-3,-3,0,-14
CCOC(=O)CC1C(=O)NCCN1C(=O)c1cc2c(=O)n3ccccc3nc2s1 (centres undefined),1,-15,-3,-122,-33,-2,22,14,-476
O=C(/C=C/c1ccc2ccccc2c1)c1ccoc1,-10,-9,-2,-25[20 µM],-6,-7,-3,4,-21
O=S(=O)(Nc1ccc(N2CCCCC2)cc1)c1ccc(F)c(F)c1,0,9,2,-5,30,1,5,3,1
O=c1cc(-c2ccccc2)nc(SCc2ccc(F)cc2)[nH]1,-8,-2,12,-24,-6,-13,4,1,-5
CC1CN(C(=O)COc2ncnc3ccccc23)CC(C)O1 (centres undefined),3,1,4,-26[20 µM],5,-9,3,-1,-5
O=C(Cn1c2ccccc2c(=O)c2ccccc21)Nc1ccccc1F,16,5,5,-6,4,-7,83,119*,-286
O=c1cc(O)nc(-c2ccc(Cl)cc2)s1,-33,-16,8,-17,0,-2,-6,1,13
CCCCSC(=S)NC1CCS(=O)(=O)C1 (centres undefined),0,-2,5,-17,32,-4,-2,0,-12
O=c1[nH]c2ccc(NC(=S)Nc3ccc(Cl)cc3Cl)cc2[nH]1,-21,-4,4,-17[20 µM],-10,0,5,15,-42
CCOc1ccc(/C=C/C(=O)Nc2ccccc2C(F)(F)F)cc1,-4,-21,0,-14,-2,-5,2,1,-2
Oc1ccc(-c2nc(-c3ccc(O)c(O)c3)cs2)cc1,-22,0,13,-13,-15,14,28,31,-84
Cc1ccc(CC(=O)N/N=C/c2ccc3c(c2)OCO3)cc1,3,-4,3,-29,-3,-6,-2,-2,8
CCN(CCO)Cc1csc2cccc(Br)c12,2,-7,4,-14[20 µM],5,-5,1,-4,7
CCOc1ccc(NC(=O)c2sccc2-n2cccc2)cc1,-5,-6,1,-25,-1,4,-1,0,10
Cc1noc(C)c1COC(=O)CCc1nc2ccccc2c(=O)[nH]1,-7,-10,0,-23,1,1,-8,-2,11
Cc1cc(C)n2c(SCCC(C)C)nnc2n1,-8,-2,5,-7,0,8,1,-3,6
O=C(CSCc1ccc(Cl)cc1)c1ccco1,-3,-4,·,·,·,·,-3,4,-27
CC(C)Sc1nc(N)nc(-c2cccs2)c1C#N,-21,-1,-3,2[20 µM],2,-14,5,0,35
COc1ccc(C)cc1NC(=O)CSc1nnc(-c2ccc(OC)c(OC)c2)n1N,-10,-12,-5,-1,-4,-11,-2,-1,8
O=C(/C=C/c1ccccc1)NNc1ccc(Cl)cc1,-3,-12,1,3,-2,8,-5,2,30
COc1cccc(N/C(N)=N/c2nc(C(F)(F)F)cc(C(F)(F)F)n2)c1,2,7,4,-15,4,2,-7,0,-14
O=C(NC1CCN(C(=S)NCc2ccco2)CC1)NC12CC3CC(CC(C3)C1)C2,-2,0,4,-19[20 µM],-4,-5,19,20,-35
COc1cc2c(cc1OC)C(C)N(C(=O)c1ccc(Br)o1)CC2 (centres undefined),9,-9,4,-6,-6,2,2,0,5
Cn1c(=O)c2[nH]c(=O)cnc2n(C)c1=S,-15,3,6,-13,-8,-1,2,1,-38
Cc1ccc(S(=O)(=O)N2CCN(C(=O)CN3C(=O)NC4(CCOc5ccccc54)C3=O)CC2)cc1 (centres undefined),-4,0,2,-20[20 µM],-2,1,0,0,0
CC(=O)NCCc1ccc(S(=O)(=O)NC2OC(=O)c3ccccc32)cc1 (centres undefined),0,-9,14,-25,-4,6,4,-2,-15
CC(=O)OC(C(=O)n1nc(C)cc1C)c1ccccc1 (centres undefined),-22,-26,-4,-16[20 µM],0,-11,6,-1,3
CCC1S/C(=C(\C#N)C(=O)NCc2ccco2)N(c2ccc(F)cc2)C1=O (centres undefined),-9,4,-3,-13,-14,-4,0,-1,23
CN(c1cccc(NC(=O)CN(c2ccc(Cl)c(Cl)c2)S(=O)(=O)c2ccccc2)c1)S(C)(=O)=O,-18,-10,2,-24,1,-16,2,-1,-8
COc1ccc(-c2sccc2C(C)C(=O)O)cc1 (centres undefined),-6,-14,1,-19,8,0,3,-3,-5
N#Cc1ccc(C23CC4(C2)[C@H](CN(Cc2ccc(-c5ccccc5)cc2)[C@@H]4c2ccccc2)C3c2ccc(C(F)(F)F)cc2)cc1 (some centres undefined),-36,-30,·,1,-17,·,2,0,-42
CCCS(=O)(=O)N1CCN(CC2CC3C=CC2C3)CC1 (centres undefined),-2,-17,-2,-24,-4,2,-2,0,-26
CCOc1ccc(NC(=O)N2CCC(n3c(=O)[nH]c4ccccc43)CC2)cc1,2,-8,·,-13,-2,·,-1,0,16
c1ccc(CSc2n[nH]c(-c3ccco3)n2)cc1,-3,-7,5,-13[20 µM],-3,1,0,16,-12
O=C(O)CNC(=S)N(Cc1ccccc1)Cc1cccs1,-1,-14,0,-6,-9,3,-4,0,10

# Looked up above:
# EBV gp42 block result of CC(=O)NCCc1ccc(S(=O)(=O)NC2OC(=O)c3ccccc32)cc1 (centres undefined) reads -9
# NCF1 inh result of CCCS(=O)(=O)N1CCN(CC2CC3C=CC2C3)CC1 (centres undefined) reads -2
# EBV gp42 block result of O=C(NC1CCN(C(=S)NCc2ccco2)CC1)NC12CC3CC(CC(C3)C1)C2 reads 0
# Runt-CBFb FRET result of c1ccc(CSc2n[nH]c(-c3ccco3)n2)cc1 reads 16
